M5 antag: CHRM5 antagonism in calcium assay; AID 624040; CHO-hM5 cells, Fluo-8 calcium fluorescence, ACh EC80; inhibition, % at 3 µM; P08912; hit rate 0.59% among 360,000;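 active means inhibition above a per-plate cutoff, the mean of that plate's test compounds plus 3 SD, cut at about 27% in these data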;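 further: 0% = acetylcholine EC80 with DMSO and 100% = DMSO without agonist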
Target sequence (P08912 whole entry, looked up): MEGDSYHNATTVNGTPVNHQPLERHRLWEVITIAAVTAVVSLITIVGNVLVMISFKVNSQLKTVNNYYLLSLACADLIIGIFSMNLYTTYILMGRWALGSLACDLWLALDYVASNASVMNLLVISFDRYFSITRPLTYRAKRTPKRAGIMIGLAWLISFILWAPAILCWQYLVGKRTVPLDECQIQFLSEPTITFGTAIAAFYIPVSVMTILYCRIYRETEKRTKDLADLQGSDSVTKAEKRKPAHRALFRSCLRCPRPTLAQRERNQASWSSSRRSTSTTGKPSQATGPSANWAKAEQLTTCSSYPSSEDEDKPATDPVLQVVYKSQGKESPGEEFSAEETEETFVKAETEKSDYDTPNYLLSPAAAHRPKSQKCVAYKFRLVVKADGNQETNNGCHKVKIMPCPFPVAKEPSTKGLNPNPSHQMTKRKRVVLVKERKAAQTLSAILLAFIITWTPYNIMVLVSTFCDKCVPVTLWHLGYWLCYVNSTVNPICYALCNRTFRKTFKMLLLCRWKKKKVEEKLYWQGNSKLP
IDE inh: cellular human IDE inhibition; inhibition, % at 5.59 µM; hit rate 0.41% among 320,000; HEK cells, FAbetaB cleavage, fluorescence polarization; AID 434962;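 active means percent inhibition above the average of all tested compounds plus 3 SD, set per screening campaign, cut at about 16% in these data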;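 further: IDE supplied by intact live HEK cells; FP after avidin binding of uncleaved biotin substrate so inhibition keeps polarization high; 0% = DMSO wells and 100% = 60 µM reference IDE inhibitor Ii1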
CHRM4 agonist: agonists of human muscarinic M4 receptor (CHRM4); hit rate 0.14% among 360,000; CHO-K1 hM4/Gqi5, Fluo-8 calcium fluorescence; vehicle 0%, full acetylcholine response 100%; activation, % at 3 µM; AID 624127; P08173;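 active means activation above the run mean over all test wells plus 3 SD, cut at about 32% in these data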;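 further: peak over basal fluorescence ratio per well then scaled between controls; 0% = DMSO wells and 100% = acetylcholine at EC100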
Target sequence (P08173 whole entry, looked up): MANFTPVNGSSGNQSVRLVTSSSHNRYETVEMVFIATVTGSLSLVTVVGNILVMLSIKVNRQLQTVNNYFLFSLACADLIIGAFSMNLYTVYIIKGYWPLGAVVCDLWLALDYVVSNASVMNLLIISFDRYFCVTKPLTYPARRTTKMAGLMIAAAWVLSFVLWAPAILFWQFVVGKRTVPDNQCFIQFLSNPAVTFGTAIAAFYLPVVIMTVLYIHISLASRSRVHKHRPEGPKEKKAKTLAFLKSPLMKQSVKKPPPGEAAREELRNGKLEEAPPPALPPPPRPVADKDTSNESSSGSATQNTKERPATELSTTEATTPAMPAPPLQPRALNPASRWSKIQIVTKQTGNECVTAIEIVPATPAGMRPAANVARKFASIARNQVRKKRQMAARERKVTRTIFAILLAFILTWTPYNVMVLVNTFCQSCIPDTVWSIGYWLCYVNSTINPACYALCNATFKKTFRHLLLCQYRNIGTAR
M5 PAM: potentiates acetylcholine response at human M5 receptor; P08912; CHO-K1 hM5, Fluo-8 calcium, ACh EC20 PAM; 0% = ACh EC20, 100% = ACh EC100; activation, % at 3 µM; hit rate 0.3% among 360,000; AID 624038;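 active means activation above the run cutoff, the mean activation of all test compounds plus 3 SD, cut at about 18% in these data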
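System – CHO-K1 hM5 cells · Compound – 3 µM, single dose · Incubation – compound preincubation 140 s before EC20 acetylcholine addition · Technique – Fluo-8 calcium fluorescence · Measure – Max/basal fluorescence ratio as % of EC20–EC100 ACh window · Benchmarks – low control EC20 acetylcholine (0%), high control EC100 acetylcholine (100%) · Replication – singlicate, one well per test compound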
CRFBP-R2 agonist: CRF-BP/CRF-R2 complex agonism; HEK293 CRF-R2/CRF-BP, calcium dye fluorescence (FLIPR); percent of saturating CRF peptide response; activation, % at 13.2 µM; hit rate 0.46% among 350,000; AID 588473;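 active means activation of at least 50%, plus an integration ratio under a set limit after plate pattern correction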;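 further: plate controls were neutral control wells without compound for no effect and CRF at EC100 for full effect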
M4 PAM: positive allosteric modulators of human muscarinic M4 receptor. CHO-K1 hM4/Gqi5, Fluo-8 calcium fluorescence, ACh EC20; 0% = ACh EC20, 100% = maximal ACh. activation, % at 3 µM. hit rate 0.4% among 360,000. AID 624126;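 active means activation above its plate's cutoff, the mean activation of sample wells plus 3 SD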; further: some results filed as inactive read as strong as hits
M5 ag: agonists of human muscarinic M5 receptor (CHRM5). CHO-K1 hM5 cells, Fluo-8 calcium fluorescence; 0% DMSO wells, 100% maximal acetylcholine response. P08912. activation, % at 3 µM. hit rate 0.19% among 360,000;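 active means activation above the run's mean over test compounds plus 3 SD, cut at about 23% in these data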;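 further: signal is peak over basal fluorescence ratio across the kinetic read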
CHRM4 antagonist: CHRM4 antagonism in calcium assay; hit rate 0.73% among 360,000; inhibition, % at 3 µM; CHO-hM4 cells, ACh EC80, Fluo-8 calcium fluorescence; P08173;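 active means inhibition above its plate's cutoff, the mean inhibition of sample wells plus 3 SD, cut at about 27% in these data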;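 further: 0% = acetylcholine EC80 with DMSO and 100% = DMSO without agonist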
CRFR2-BP antag: blocks CRF-induced signaling of the CRF-BP/CRF-R2 complex; hit rate 0.59% among 350,000; AID 588475; inhibition, % at 11.8 µM; HEK293 CRF-R2/CRF-BP, CRF-induced calcium fluorescence;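 active means inhibition of the ligand-induced calcium signal above about 50% at the single tested concentration, limit read from the data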
* = called active by the depositor. This is a random part of the collection; about 2.9% have a hit in one of these screens.

What do the screens show for `Cc1cc(=O)[nH]c(CN2CCOCC2)n1`?
M5 antag: 1; IDE inh: -2; CHRM4 agonist: 0; M5 PAM: 4; CRFBP-R2 agonist: 2.7; M4 PAM: -1; M5 ag: -1; CHRM4 antagonist: -2; CRFR2-BP antag: -7

What do the screens show for `O=C(Nc1ccc(Cl)c([N+](=O)[O-])c1)C(Sc1ccccc1)c1ccccc1` (configuration not stated)?
M5 antag: 30*; IDE inh: 4; CHRM4 agonist: 7; M5 PAM: -19; CRFBP-R2 agonist: -1.6; M4 PAM: -28; M5 ag: 0; CHRM4 antagonist: 26; CRFR2-BP antag: 38

How did CCN(c1ccccc1)S(=O)(=O)c1ccc(OC)c(N=N/C(C(=O)Nc2ccccc2)=C(/C)O)c1 do in these assays?
M5 antag: 11; IDE inh: 2; CHRM4 agonist: 7; M5 PAM: -9; CRFBP-R2 agonist: 2.2; M4 PAM: -8; M5 ag: 1; CHRM4 antagonist: 2; CRFR2-BP antag: -2

What do the screens show for `CN(C(=O)c1cccnc1)c1nnc(-c2cccnc2)s1`?
M5 antag: -2; IDE inh: -1; CHRM4 agonist: 1; M5 PAM: 0; CRFBP-R2 agonist: -2.0; M4 PAM: 3; M5 ag: 1; CHRM4 antagonist: -1; CRFR2-BP antag: -28

What do the screens show for `Cc1ccc(S(=O)(=O)NCc2cccnc2)cc1C`?
M5 antag: -2; IDE inh: 5; CHRM4 agonist: 1; M5 PAM: -2; CRFBP-R2 agonist: 0.9; M4 PAM: -2; M5 ag: 1; CHRM4 antagonist: -2; CRFR2-BP antag: 0

How did CCCC(=O)c1cc2ccccc2oc1=O do in these assays?
M5 antag: -3; IDE inh: 0; CHRM4 agonist: -1; M5 PAM: -2; CRFBP-R2 agonist: -0.8; M4 PAM: 11; M5 ag: -6; CHRM4 antagonist: -7; CRFR2-BP antag: -4

How did COc1ccccc1N1CCN(C/C(C)=C/c2ccccc2)CC1 do in these assays?
M5 antag: 3; IDE inh: -4; CHRM4 agonist: 2; M5 PAM: -7; CRFBP-R2 agonist: -0.3; M4 PAM: -2; M5 ag: -7; CHRM4 antagonist: 2; CRFR2-BP antag: 39

How did Cc1ccc(C)c(Cn2nnc3c(=O)[nH]c(C4CCCN(C(=O)C5CCC5)C4)nc32)c1 (configuration not stated) do in these assays?
M5 antag: -10; IDE inh: 2; CHRM4 agonist: 4; M5 PAM: 5; CRFBP-R2 agonist: 1.3; M4 PAM: 0; M5 ag: 1; CHRM4 antagonist: 2; CRFR2-BP antag: 1

How did O/N=C1\CC/C(=N\O)c2nn(-c3ccc(Cl)cc3Cl)nc21 do in these assays?
M5 antag: 1; IDE inh: -6; CHRM4 agonist: 5; M5 PAM: -7; CRFBP-R2 agonist: 0.6; M4 PAM: 2; M5 ag: 7; CHRM4 antagonist: -2; CRFR2-BP antag: -21

How did COc1ccc(C(C)(C)C)cc1NC(=O)C1CC=CCC1C(=O)O (configuration not stated) do in these assays?
M5 antag: -1; IDE inh: -2; CHRM4 agonist: 1; M5 PAM: -3; CRFBP-R2 agonist: -3.2; M4 PAM: 3; M5 ag: 3; CHRM4 antagonist: -7; CRFR2-BP antag: -7

What do the screens show for `CC(C)Oc1cc(NC(=O)CS(=O)CC(=O)Nc2cccc(C(F)(F)F)c2)c(Cl)cc1Cl` (configuration not stated)?
M5 antag: -4; IDE inh: 3; CHRM4 agonist: 8; M5 PAM: -3; CRFBP-R2 agonist: 1.2; M4 PAM: 2; M5 ag: 2; CHRM4 antagonist: 7; CRFR2-BP antag: -22

Results for Cc1ccc(S(=O)(=O)Nc2ccc3c(c2)C(=O)N([C@H](C)CO)C[C@H](C)[C@H](CN(C)C(=O)Nc2cccc4ccccc24)OCCCC[C@@H](C)O3)cc1 ?
M5 antag: -7; CHRM4 agonist: 1; M5 PAM: 4; CRFBP-R2 agonist: 0.7; M4 PAM: -2; M5 ag: 1; CHRM4 antagonist: -6; CRFR2-BP antag: 13

What do the screens show for `CCOC(=O)Cc1csc(SCC(=O)Nc2nccs2)n1`?
M5 antag: -10; IDE inh: -2; CHRM4 agonist: 0; M5 PAM: 8; CRFBP-R2 agonist: -0.2; M4 PAM: 5; M5 ag: -5; CHRM4 antagonist: -9; CRFR2-BP antag: 4

How did c1ccc(-c2noc(CSc3nnnn3C3CCCCC3)n2)cc1 do in these assays?
M5 antag: 2; IDE inh: 0; CHRM4 agonist: 1; M5 PAM: -4; CRFBP-R2 agonist: -0.8; M4 PAM: 17; M5 ag: 0; CHRM4 antagonist: -5; CRFR2-BP antag: -22

What do the screens show for `CCC(C)(C(=O)Nc1ccc(OC)cc1)N(C)C(=O)Cn1nnnc1N` (configuration not stated)?
M5 antag: -3; IDE inh: 0; CHRM4 agonist: 2; M5 PAM: 19*; CRFBP-R2 agonist: 2.2; M4 PAM: 9; M5 ag: 1; CHRM4 antagonist: -25; CRFR2-BP antag: -1

What do the screens show for `O=C(CCc1nc2sc3c(c2c(=O)[nH]1)CCCC3)NCCc1ccc(F)cc1`?
M5 antag: 10; IDE inh: -6; CHRM4 agonist: 6; M5 PAM: -7; CRFBP-R2 agonist: 0.5; M4 PAM: -5; M5 ag: 2; CHRM4 antagonist: 3; CRFR2-BP antag: 4

How did COc1ccc(NC2CCCN(C(=O)CCN3CCOCC3)C2)cc1 (configuration not stated) do in these assays?
M5 antag: 9; IDE inh: 10; CHRM4 agonist: 1; M5 PAM: 1; CRFBP-R2 agonist: -0.8; M4 PAM: 1; M5 ag: -4; CHRM4 antagonist: -3; CRFR2-BP antag: -9

Results for COc1ccc(C)cc1-n1ccn(CC(=O)Nc2ccc(Br)cc2F)c(=O)c1=O ?
M5 antag: 10; IDE inh: 5; CHRM4 agonist: 1; M5 PAM: -6; CRFBP-R2 agonist: -0.2; M4 PAM: -3; M5 ag: 2; CHRM4 antagonist: 0; CRFR2-BP antag: 10

How did Cc1cccc(C)c1NC(=O)C(c1cccc2ccccc12)n1c(=O)c(-c2cc3ccccc3[nH]2)nc2ccccc21 (configuration not stated) do in these assays?
M5 antag: 15; CHRM4 agonist: 2; M5 PAM: -13; M4 PAM: -8; M5 ag: 2; CHRM4 antagonist: 10

What do the screens show for `Cc1ccccc1C#CC1=CC(=O)CC(C)(C)C1`?
M5 antag: -1; CHRM4 agonist: -1; M5 PAM: 6; CRFBP-R2 agonist: 0.5; M4 PAM: 3; M5 ag: 2; CHRM4 antagonist: -11; CRFR2-BP antag: -14

What do the screens show for `COc1ccc(CCNC(=O)COC(=O)/C=C/c2cccs2)cc1OC`?
M5 antag: 3; IDE inh: -10; CHRM4 agonist: 6; M5 PAM: 5; CRFBP-R2 agonist: 1.8; M4 PAM: -10; M5 ag: 4; CHRM4 antagonist: -9; CRFR2-BP antag: -16

What do the screens show for `CNCCOc1ccccc1C(C)(C)C`?
M5 antag: -7; IDE inh: -2; CHRM4 agonist: 2; M5 PAM: 0; CRFBP-R2 agonist: -0.5; M4 PAM: 1; M5 ag: -7; CHRM4 antagonist: 12; CRFR2-BP antag: -25

Results for COc1ccccc1NCC(=O)NN=C1CCS(=O)(=O)c2ccc(F)cc21 ?
M5 antag: 2; IDE inh: 3; CHRM4 agonist: 7; M5 PAM: -1; CRFBP-R2 agonist: -0.1; M4 PAM: 4; M5 ag: 5; CHRM4 antagonist: -2; CRFR2-BP antag: 3

Results for COc1cccc(C(C)NC(=S)NCc2ccc(Cl)cc2)c1 (configuration not stated) ?
M5 antag: 1; IDE inh: -4; CHRM4 agonist: 2; M5 PAM: 3; CRFBP-R2 agonist: 3.7; M4 PAM: 0; M5 ag: -1; CHRM4 antagonist: 2; CRFR2-BP antag: -3

How did CCCCC(NC(C)=O)c1nc2ccccc2n1CCCC (configuration not stated) do in these assays?
M5 antag: 2; IDE inh: 1; CHRM4 agonist: 1; M5 PAM: 4; CRFBP-R2 agonist: -0.5; M4 PAM: 6; M5 ag: -14; CHRM4 antagonist: -7; CRFR2-BP antag: -21

How did COc1ccc(NS(=O)(=O)c2cccc(C(=O)NCC3CCCO3)c2)cc1 (configuration not stated) do in these assays?
M5 antag: 1; IDE inh: -5; CHRM4 agonist: 2; M5 PAM: 4; CRFBP-R2 agonist: -0.3; M4 PAM: 1; M5 ag: 2; CHRM4 antagonist: -4; CRFR2-BP antag: -7

Results for CCN(C[C@H]1N[C@@](Cc2ccccc2)(C(=O)OC)[C@H]2C(=O)N(C)C(=O)[C@@H]12)C(=O)COc1ccccc1 ?
M5 antag: 0; IDE inh: -2; CHRM4 agonist: 1; M5 PAM: -5; CRFBP-R2 agonist: -0.1; M4 PAM: -4; M5 ag: 0; CHRM4 antagonist: -1; CRFR2-BP antag: -12

What do the screens show for `Cc1cc(N/N=C/c2ccc(Cl)cc2)nc(NCc2ccccc2)n1`?
M5 antag: 0; IDE inh: 4; CHRM4 agonist: -2; M5 PAM: -7; CRFBP-R2 agonist: -1.2; M4 PAM: -8; M5 ag: -5; CHRM4 antagonist: 9; CRFR2-BP antag: -17

How did CCN(CC)S(=O)(=O)c1ccc(C(=O)NCc2ccc3c(c2)cc(C)n3C)cc1 do in these assays?
M5 antag: -2; IDE inh: 4; CHRM4 agonist: 1; M5 PAM: -2; CRFBP-R2 agonist: 12; M4 PAM: -17; M5 ag: 2; CHRM4 antagonist: 55*; CRFR2-BP antag: -4

Results for COCCCNc1ncnc2c1nc1n2CCCC1 ?
M5 antag: -3; CHRM4 agonist: 1; M5 PAM: -1; CRFBP-R2 agonist: 1.4; M4 PAM: 5; M5 ag: -2; CHRM4 antagonist: -6; CRFR2-BP antag: 11

Results for CCOc1ccc(N2C(=O)c3cccnc3C2Nc2ccc(F)cc2)cc1 (configuration not stated) ?
M5 antag: -1; IDE inh: 5; CHRM4 agonist: -1; M5 PAM: -3; CRFBP-R2 agonist: -1.1; M4 PAM: -2; M5 ag: -1; CHRM4 antagonist: 3; CRFR2-BP antag: -47

Results for Oc1ccc(C[C@@H]2CNCCN2CCC23CC4CC(CC(C4)C2)C3)cc1 ?
M5 antag: 5; IDE inh: 3; CHRM4 agonist: 7; M5 PAM: 7; CRFBP-R2 agonist: 4.0; M4 PAM: 4; M5 ag: 4; CHRM4 antagonist: 13; CRFR2-BP antag: -17

Results for COc1ccc(C(=O)N=c2sc3c(C)ccc(OC)c3n2C)cc1OC ?
M5 antag: 5; IDE inh: 4; CHRM4 agonist: 2; M5 PAM: 3; CRFBP-R2 agonist: 1.1; M4 PAM: -15; M5 ag: -4; CHRM4 antagonist: 5; CRFR2-BP antag: 9

What do the screens show for `Cc1cc(Br)c(S(=O)(=O)NCCN2CCOCC2)cc1C`?
M5 antag: -5; IDE inh: 5; CHRM4 agonist: 1; M5 PAM: 2; CRFBP-R2 agonist: -4.1; M4 PAM: 6; M5 ag: -7; CHRM4 antagonist: -3; CRFR2-BP antag: 38

What do the screens show for `CN1C(=O)/C(=C/c2ccccc2Cl)Sc2ccc(C(=O)N3CCCC3)cc21`?
M5 antag: -3; IDE inh: 2; CHRM4 agonist: 2; M5 PAM: 9; CRFBP-R2 agonist: 0.7; M4 PAM: -2; M5 ag: 21; CHRM4 antagonist: -3; CRFR2-BP antag: 1

High-throughput results (PubChem BioAssay)
